ELG1 genotox: inducers of genotoxicity in HEK293T ELG1-luciferase cells. actives 1.3% (n = 330,000). HEK293T ELG1-luciferase reporter, luminescence, 16 h. Potency, µM (series often up to 46 µM), for inactives: at the highest dose activity change, positive = activation, hits mostly activators; note: potency is the fitted concentration of half-maximal effect; % of control where 0% means no effect; nearly all actives have a fitted effect of over 60% in size
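Genotoxic stress is detected as increased luminescence from luciferase-tagged ELG1 in HEK293T cells, measured with ONE-Glo after a 16 hr treatment at 37 °C.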
FLuc counter: counter-screen for miR-21 project: firefly luciferase inhibitors or activators; P08659; Potency, µM (doses to about 57.5 µM), without a hit: top-dose activity change, negative = inhibition, hits mostly inhibitors; actives 6.9% (n = 360,000); purified FLuc, Km substrates, luminescence inhibition;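 note: potency is the fitted concentration of half-maximal effect; plate controls were vehicle for no effect and reference inhibitor for full effect; nearly all actives have a fitted effect of over 55% in size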
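Purified P. pyralis luciferase, 10 nM final, with Km-level 10 uM D-luciferin and 10 uM ATP in 50 mM Tris acetate pH 7.5, 10 mM Mg acetate, 0.01% Tween-20, 0.05% BSA; 6-point qHTS titration about 60 µM downward; luminescence read.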
BRCA1 expr up: increases BRCA1 expression. actives 1.1% (n = 380,000). Potency, µM (highest dose often 46.1 µM), for inactives: top-dose activation, most hits filed as activators. MCF7-BRCA1-FFLuc reporter, luminescence, 48 h; response scale: scaled: vehicle 0%, 10 µM genistein 100%; note: potency is the fitted concentration of half-maximal effect; nearly all actives have a fitted effect of over 80% in size; some results filed as inactive show a strong effect at the top dose
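MCF7-BRCA1-FFLuc cells, 2000/well in phenol-red-free MEM, attached 2 h then treated 48 h at 37 C. Luciferase luminescence read 15 min after reagent; normalized to genistein maximum activation (10microM) and DMSO, concentration-response fitted.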
TRPV1 ag: human TRPV1 agonism; TRPV1-expressing cells, Fluo-8 calcium influx, agonist mode; activation, % at 8.33 µM; actives 0.19% (n = 320,000); AID 540275; in the data active = activation above about 80%; inconclusive = between about 30% and that limit; note: 0% is about no effect
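Cells expressing TRPV1 were dye-loaded with Fluo-8 and read kinetically: 10 s baseline, 3 min after compound (agonist portion), then 2 min after EC20 capsaicin (allosteric enhancer portion). Calcium-bound dye fluorescence at 480/520 nm.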
NPC1 promoter act: activators of NPC1 promoter; Huh7 NPC1 promoter luciferase reporter, 24 h; Potency, µM (doses to about 9.22 µM), inactives show top-dose activation, usual class: activators; actives 2.4% (n = 320,000);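 note: potency is the fitted concentration of half-maximal effect; % of control where 0% means no effect; nearly all actives have a fitted effect of over 60% in size; reporter is driven by a mutant NPC1 promoter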
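Huh7 reporter cells (NPC1 promoter driving luciferase) are dosed with compound for 24 h at 37 °C, 5% CO2; luciferase detection reagent is then added and luminescence measured after 10 min at ambient temperature.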
VP16 counter: Gal4-VP16 reporter inhibition counter-screen. Drosophila S2 Gal4-VP16 UAS-luciferase, luminescence, 20 h. Potency, µM (highest dose often 53.6 µM), inactives show at the highest dose activity, negative = inhibition, actives largely listed as inhibitors. actives 3.5% (n = 310,000);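 note: Gal4-VP16 expression switched on by copper sulfate through the metallothionein promoter; potency is the fitted concentration of half-maximal effect; % is set by controls: 0 for no effect and ±100 for the full control effect; nearly all actives have a fitted effect of over 50% in size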
RORgamma inh: ROR gamma (mouse) transcription inhibition; P51450; Drosophila S2 Gal4-RORgamma UAS-luciferase reporter, 20 h; Potency, µM (top dose mostly 53.6 µM), for inactives: at the highest dose activity change, negative = inhibition, usual class: inhibitors; actives 5.4% (n = 310,000); AID 2551; note: potency is the fitted concentration of half-maximal effect; % is set by controls: 0 for no effect and ±100 for the full control effect; nearly all actives have a fitted effect of over 60% in size
Target sequence (P51450 whole entry, looked up, the tested form may be a part): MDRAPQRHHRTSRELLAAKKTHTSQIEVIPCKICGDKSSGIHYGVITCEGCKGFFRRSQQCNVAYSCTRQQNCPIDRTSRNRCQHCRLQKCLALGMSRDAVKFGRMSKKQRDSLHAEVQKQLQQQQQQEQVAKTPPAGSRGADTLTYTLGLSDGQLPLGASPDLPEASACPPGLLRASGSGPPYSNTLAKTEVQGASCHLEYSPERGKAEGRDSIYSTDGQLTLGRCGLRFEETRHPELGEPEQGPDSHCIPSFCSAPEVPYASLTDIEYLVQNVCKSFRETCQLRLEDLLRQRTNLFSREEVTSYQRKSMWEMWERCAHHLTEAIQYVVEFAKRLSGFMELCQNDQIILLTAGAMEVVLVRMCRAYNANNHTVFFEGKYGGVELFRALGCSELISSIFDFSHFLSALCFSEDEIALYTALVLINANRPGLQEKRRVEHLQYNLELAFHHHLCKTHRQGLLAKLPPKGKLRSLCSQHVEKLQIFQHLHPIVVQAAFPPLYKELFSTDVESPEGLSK
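Drosophila S2 cells stably expressing Gal4-DBD/mouse RORγ fusion under metallothionein promoter plus UAS-luciferase; compound 1 h, then 700 uM CuSO4 induction for 20 h at ambient temperature; inhibition read as reduced luminescence.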
Rab9 prom act: Rab9 promoter activation. Potency, µM (doses to about 9.22 µM), inactives show at the top dose activation, negative = inhibition, most hits filed as activators. actives 2.8% (n = 320,000). Huh7 Rab9 promoter-luciferase reporter, luminescence, 24 h. AID 485297; note: potency is the fitted concentration of half-maximal effect; % of control where 0% means no effect; nearly all actives have a fitted effect of over 60% in size
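Quantitative HTS format; Huh7 Rab9-luciferase reporter cells (1500/well) receive compound 2 h post-plating, incubate 24 h at 37 °C, then get luciferase reagent for 10 min before luminescence reading.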
ELG1 DNA repair: blocks ELG1-dependent DNA repair in HEK293T cells | HEK293T ELG1-luciferase reporter, luminescence, 16 h; DNA damage induced by 5-fluorouridine | Potency, µM (doses to about 46.1 µM), inactives show at the highest dose activity change, negative = inhibition, hits mostly inhibitors | actives 2.3% (n = 330,000); note: potency is the fitted concentration of half-maximal effect; % is set by controls: 0 for no effect and ±100 for the full control effect; nearly all actives have a fitted effect of over 55% in size
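In this reporter screen, reduction of luminescence relative to DMSO vehicle indicated activity. Compounds and 5-fluorouridine were added together to 2,000 cells per well, incubated for 16 hr at 37 °C, then developed with ONE-Glo.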
p53 reactivation: mutant p53 re-activation in reporter cells. actives 0.063% (n = 320,000). Potency, µM (titrated, usually from 92.2 µM), for the others: top-dose activity change, positive = activation, most hits filed as activators. H1299 p53-A138V BP100-luciferase reporter, luminescence, 24 h; note: potency is the fitted concentration of half-maximal effect; % of control where 0% means no effect; nearly all actives have a fitted effect of over 45% in size
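H1299 (p53-null), stable ts p53-A138V + BP100-Luc; 1000 cells/well, Opti-MEM/10% FBS; cpd 4 pt, 1:5; 24 h, 37 deg C, 5% CO2; detection reagent 10 min RT; luminescence.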
Tb PFK block: inhibitors of T. brucei phosphofructokinase; O15648; T. brucei PFK, ADP-Glo luminescence; Potency, µM (doses to about 57.5 µM), without a hit: at the top dose activity, negative = inhibition, usual class: inhibitors; actives 0.17% (n = 330,000); AID 485367;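 note: potency is the fitted concentration of half-maximal effect; 0% = uninhibited 1x PFK enzyme wells and -100% = no-enzyme wells; nearly all actives have a fitted effect of over 60% in size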
Target sequence (O15648 whole entry, looked up): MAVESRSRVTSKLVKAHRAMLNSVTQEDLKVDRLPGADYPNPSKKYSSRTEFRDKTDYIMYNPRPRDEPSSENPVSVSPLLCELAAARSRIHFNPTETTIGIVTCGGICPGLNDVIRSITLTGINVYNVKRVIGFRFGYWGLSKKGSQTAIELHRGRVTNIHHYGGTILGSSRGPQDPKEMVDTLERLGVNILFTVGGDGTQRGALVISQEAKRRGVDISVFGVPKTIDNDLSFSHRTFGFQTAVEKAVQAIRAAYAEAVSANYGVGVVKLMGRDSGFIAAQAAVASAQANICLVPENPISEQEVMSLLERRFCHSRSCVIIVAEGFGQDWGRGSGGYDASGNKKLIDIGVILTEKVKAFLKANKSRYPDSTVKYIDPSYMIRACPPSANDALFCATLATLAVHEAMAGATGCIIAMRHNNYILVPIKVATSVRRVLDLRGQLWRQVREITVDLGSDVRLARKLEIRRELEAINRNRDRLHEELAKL
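1.25 nM PFK with 0.5 mM F6P and 0.1 mM ATP in 0.1 M TEA pH 8.0, 5 mM MgCl2, incubated 45 min at room temperature; ADP measured by ADP-Glo luminescence; compounds titrated up to 57 uM.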
* = called active by the depositor; ? = inconclusive; / = no result given; [ ] = dose if it differs, or a comment. Unless noted, calls come from the whole dose curve; as a rule, active = well fitted curve in the direction sought with a large enough effect; inconclusive = small, poorly fitted or top-dose-only effect, or another doubt; inactive = no such curve, though single readings can be large; an effect the other way counts as inactive or inconclusive. The order is random. About 15% of those tested had a hit in this group.

mol | ELG1 genotox | FLuc counter | BRCA1 expr up | TRPV1 ag | NPC1 promoter act | VP16 counter | RORgamma inh | Rab9 prom act | ELG1 DNA repair | p53 reactivation | Tb PFK block
COc1ccc(C(=O)NCC2(c3ccccc3)CCOCC2)cc1[N+](=O)[O-] | 0% | 5% | 4% | 5 | 0% | 7% | -3% | 0% | 0% | -5% | -1%
Cc1cc(=O)oc2c3c(cc(OCC(=O)N[C@@H](Cc4ccccc4)C(=O)O)c12)OC(C)(C)CC3 | 1% | ? | 7% | 0 | -4% | 4% | -3% | 3% | 21% | 5% | 4%
COc1ccccc1OCC(=O)N/N=C/c1cccc2cccnc12 | -1% | -18% | -35% | -1 | -3% | ? | 18µM* | -5% | -16% | -16% | -1%
O=S(=O)(Nc1ccccc1Cl)c1cccc2nsnc12 | -3% | 4% | -9% | 0 | -6% | 2% | -1% | 0% | 4% | 21% | -21%
CC(=O)Nc1cccc(OCC(=O)NS(=O)(=O)c2ccc(Cl)cc2)c1 | 0% | 3%[2.3 µM] | -25% | -1 | 1% | -2% | -4% | -3% | -2% | -2% | 2%
O=C(O)c1ccc(N/N=C/C2=Cc3ccccc3OC2)cc1 | ? | 0.95µM* | ? | 7 | 0.63µM* | ? | -13% | 1µM* | ? | 28% | 1%
O=C(NCCCc1ccc(F)cc1)C1CCC(=O)N(CCCN2CCCC2=O)C1 (stereo not given) | 2% | 6% | 12% | 3 | -1% | 2% | -2% | -4% | 9% | -5% | 0%
CCc1cc(C(=O)OC)c(NC(=O)CC2Sc3ccc(C(F)(F)F)cc3NC2=O)s1 (stereo not given) | 7% | 3% | 1% | -3 | -1% | -15% | -21% | -1% | -7% | -6% | 5%
Fc1cc(F)cc(NC(=S)N2CCN(c3ncccn3)CC2)c1 | -11% | -2% | -5% | 11 | -13% | 5%[10 µM] | ? | -4% | -21% | -1% | 0%
O=C(C1CCCCC1)N1CCN(C(=O)C2CCCCC2)CC1 | -2% | -1% | 1% | 1 | -4% | 4% | 2% | -3% | -4% | -2% | -5%
COc1ccc(S(=O)(=O)Nc2ccccc2C(=O)N2CCOCC2)cc1Br | 3% | 0% | -15% | -1 | -10% | -4% | 15% | -4% | 5% | 3% | 2%
COc1ccc(CNC(=O)C(=O)c2cn(CC(=O)N3CCOCC3)c3ccccc23)cc1 | 7% | ? | 39% | -2 | -1% | -10% | ? | 22% | ? | 6% | 2%
O=C(c1ccc(Br)cc1)N1CCCC1 | / | 1% | 13% | -2 | / | -1% | -1% | / | / | / | /
O=C(O)CSc1ncnc2nc[nH]c12 | -1% | 2% | -11% | 1 | 0% | 0% | -28% | -3% | -3% | -2% | 0%
COc1cccc(-c2noc(Cn3nc(C)c([N+](=O)[O-])c3C)n2)c1 | 5% | -10% | 0% | / | -4% | 3% | 26% | 0% | -4% | -3% | ?
Cc1ccccc1OCC(=O)OC(C)CN1CCN(C)CC1 (stereo not given) | 3% | 7% | 3% | 3 | 4% | 0% | 10% | 5% | 8% | 4% | 0%
O=C(CCN1C(=O)c2ccccc2C1=O)NCc1ccncc1 | 5% | -51%[2.3 µM] | 9% | -6 | 2% | -8% | 4% | -7% | 2% | -4% | 23%
COc1ccccc1N1C(=O)CC1(C#N)c1ccc(OCc2ccccc2)cc1 (stereo not given) | -3% | 1% | -38% | 2 | 2% | -7% | ? | -7% | -7% | 6% | -3%
CC(=O)Nc1ccc(NC(=O)C2CC(=O)N(c3ccc(Cl)cc3)C2)cc1 (stereo not given) | 14% | 0% | -8% | -3 | -2% | -6% | -19% | -2% | -3% | -1% | -4%
COc1ccccc1/C=C/C(=O)OCC(=O)NC1CCCCCCC1 | 0% | / | 6% | / | / | / | / | / | -2% | 0% | 0%
Cn1cnc(Sc2ncnc3nc[nH]c23)c1[N+](=O)[O-] | 3% | -14% | -1% | 0 | 1% | -2% | -2% | 3% | ? | 5% | -1%
Brc1ccc(-c2nc(N/N=C/c3cccnc3)c3ccccc3n2)cc1 | ? | 0.21µM* | 0% | -7 | 2.8µM* | ? | ? | 2.5µM* | ? | 24% | -2%
CCC(=O)NC(Nc1sc2c(c1C(=O)OC)CCCC2)(C(F)(F)F)C(F)(F)F | 4% | -1% | 9% | 2 | 1% | -1% | -13% | 1% | 17% | -5% | 2%
CCCCN(C(=O)c1ccc(-c2ccc(Cl)cc2)o1)c1c(N)n(CC(C)C)c(=O)[nH]c1=O | 0% | 2% | -24% | 2 | -1% | / | / | -1% | -28% | 9% | 4%
CC1Oc2ccccc2C=C1/C=N/NC(=O)[C@@H](C)NC(=O)OC(C)(C)C (stereo not given in full) | -7% | -22% | -43% | 1 | -3% | -11% | -10% | 0% | -16% | -1% | 0%
CC(C)C(NC(=O)CNC(=O)OC(C)(C)C)C(=O)NCc1ccccc1 (stereo not given) | 2% | -1% | 13% | 1 | 2% | 3% | -15% | 13% | 24% | 5% | -4%
Nc1cc(N)nc(SCC(=O)Nc2ccc3c(c2)OCO3)n1 | -2% | 0% | -8% | -2 | -1% | 2% | -2% | 11% | -27% | 5% | 1%
O=C(/C=C/c1ccco1)Nc1sc2c(c1C(=O)O)CCC2 | 2% | 13µM* | 27% | 3 | 3.5µM* | 3% | -5% | ? | ? | ? | 22%
Cc1onc(-c2ccccc2Cl)c1C(=O)Nc1nnc(-c2ccc(Cl)cc2Cl)s1 | -18% | ? | 3% | -3 | 2% | ? | 14µM* | -2% | -6% | 3% | -2%
Cc1[nH]n(-c2ccc([N+](=O)[O-])cc2)c(=O)c1/C=N/N1CCOCC1 | 8% | ? | 35% | 2 | 10% | 5% | -3% | ? | ? | 3% | -30%

The closing 5 entries of the section above are carried over, then new ones follow:
Below each compound – ELG1 genotox	FLuc counter	BRCA1 expr up	TRPV1 ag	NPC1 promoter act	VP16 counter	RORgamma inh	Rab9 prom act	ELG1 DNA repair	p53 reactivation	Tb PFK block
- CC(C)C(NC(=O)CNC(=O)OC(C)(C)C)C(=O)NCc1ccccc1 (stereo not given)
    2%	-1%	13%	1	2%	3%	-15%	13%	24%	5%	-4%
- Nc1cc(N)nc(SCC(=O)Nc2ccc3c(c2)OCO3)n1
    -2%	0%	-8%	-2	-1%	2%	-2%	11%	-27%	5%	1%
- O=C(/C=C/c1ccco1)Nc1sc2c(c1C(=O)O)CCC2
    2%	13µM*	27%	3	3.5µM*	3%	-5%	?	?	?	22%
- Cc1onc(-c2ccccc2Cl)c1C(=O)Nc1nnc(-c2ccc(Cl)cc2Cl)s1
    -18%	?	3%	-3	2%	?	14µM*	-2%	-6%	3%	-2%
- Cc1[nH]n(-c2ccc([N+](=O)[O-])cc2)c(=O)c1/C=N/N1CCOCC1
    8%	?	35%	2	10%	5%	-3%	?	?	3%	-30%
- CC(=O)c1ccc(NC(=S)N2CCCC(C(F)(F)F)C2)cc1 (stereo not given)
    1%	-1%	2%	2	-2%	15%	-13%	1%	9%	5%	-5%
- C=CCNC(=O)CN1N=C(c2ccc(C)cc2)CCC1=O
    1%	2%	2%	0	2%	3%	2%	-2%	16%	-3%	-1%
- O=c1cc(CSc2ccc(Cl)cc2)nc(-c2ccncc2)[nH]1
    0%	?	1%	-2	-4%	-13%	4%	-3%	-8%	-6%	-2%
- N/C(=N\OC(=O)c1ccccc1)c1ccccn1
    ?	0.27µM*	-54%	8	1.8µM*	?	1.6µM*	1µM*	?	-8%	?
- COc1ccc(NC(=O)CCC2CCCC2)cc1OC
    3%	3%[2.3 µM]	45%	?	0%	3%	?	-2%	26%	17%	0%
- Cc1nn(-c2ccccc2)c(/N=C/c2ccc(O)cc2)c1-c1ccccc1
    14%	-5%	5.6µM*	17	?	?	-21%	?	?	?	0%

From PubChem BioAssay
